G6PDH CS – L. mesenteroides G6PDH inhibitors, counter-screen for G6PDH-coupled screening assays, biochemical, Leuconostoc mesenteroides enzyme. glucose-6-phosphate dehydrogenase [Leuconostoc mesenteroides]. Purified L. mesenteroides G6PDH, diaphorase/resazurin coupled fluorescence, 45 min. inhibition, % at 5 µM. hit rate 0.12% among 200,000; in the data active = inhibition above about 50%
PMI act – activators of human PMI, primary screen, biochemical, fluorescence intensity, near-Km mannose 6-phosphate. hit rate 0.005% among 190,000. AID 1214, 2008. Mannose-6-phosphate isomerase (Homo sapiens), P34949. purified human PMI, coupled resazurin fluorescence, 20 min; hits give high values; 1 = vehicle control, 0 substrate-free wells. activation factor at 20 µM;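 active = activation factor of 2 or more at 20 µM, relative to plate controls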
S1P3 antagonist – S1P3 receptor antagonists, primary screen, cell-based; Sphingosine 1-phosphate receptor 3 (Homo sapiens), Q99500; inhibition, % at 4.98 µM; hit rate 0.27% among 170,000; CHO S1P3 NFAT-BLA reporter, FRET fluorescence, antagonist mode;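 active = inhibition above the plate cutoff, the mean inhibition of test wells on that plate plus 3 SD, cut at about 28% in these data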;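 note: cells challenged with S1P at its EC80 of 0.8 µM; blue over green emission ratio from cleaved BLA substrate after 4 h stimulation; 0% = S1P-stimulated wells and 100% = unstimulated DMSO-only wells; some compounds past the cut are filed as inactive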
PPARg SRC1 recr – PPARgamma agonists recruiting SRC-1 coactivator, primary screen, biochemical; Peroxisome proliferator-activated receptor gamma (Homo sapiens), P37231; PPARgamma-SRC-1 coactivator recruitment biochemical assay; activation, % at 8 µM; hit rate 0.41% among 200,000; in the data active = activation above about 19%;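 note: 0% = DMSO and 100% = reference agonist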
Target sequence (P37231 whole entry, looked up): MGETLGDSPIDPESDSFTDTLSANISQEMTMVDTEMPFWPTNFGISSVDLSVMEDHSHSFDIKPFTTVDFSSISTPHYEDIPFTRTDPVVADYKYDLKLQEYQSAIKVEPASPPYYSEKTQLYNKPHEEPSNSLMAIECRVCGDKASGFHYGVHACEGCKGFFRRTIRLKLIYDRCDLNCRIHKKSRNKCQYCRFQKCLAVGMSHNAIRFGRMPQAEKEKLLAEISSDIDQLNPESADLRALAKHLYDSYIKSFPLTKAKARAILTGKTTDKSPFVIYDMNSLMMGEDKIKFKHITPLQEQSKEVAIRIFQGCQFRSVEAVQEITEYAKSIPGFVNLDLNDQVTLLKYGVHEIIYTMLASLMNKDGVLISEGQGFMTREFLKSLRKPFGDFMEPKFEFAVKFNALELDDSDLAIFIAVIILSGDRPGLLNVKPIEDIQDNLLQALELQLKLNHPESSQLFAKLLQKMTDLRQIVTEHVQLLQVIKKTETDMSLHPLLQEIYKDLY
Diaph act CS – compounds boosting diaphorase resazurin reduction – biochemical, uHTS, resorufin fluorescence, counter-screen for diaphorase-coupled primary assays, primary screen. Diaphorase/resazurin coupled assay, 16 min; hits give high values; 1 = vehicle wells, 0 = NADH-free wells. activation factor at 20 µM. hit rate 0.005% among 190,000. AID 1229, 2008;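 active = diaphorase activity raised at least twofold by the compound at 20 µM; inactive = activation factor below 2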
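Material: purified diaphorase enzyme from Clostridium kluyveri; Also added: 0.114 mM NADH and 0.1 mM resazurin, final amounts; Doses: single compound dose of 20 µM, 1% DMSO final; Times: 16 min enzyme reaction, ambient temperature; Detection: resorufin fluorescence, excitation 544 nm, emission 590 nm; Measure: increased resorufin signal from activators or reducing compounds.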
Diaphorase inh – diaphorase inhibitors and chemical oxidizers, primary screen, counter-screen for diaphorase-coupled primary assays, biochemical, uHTS, resorufin fluorescence | AID 1217, 2008 | diaphorase resazurin-to-resorufin fluorescence, NADH, 16 min; bacterial (C. kluyveri) enzyme, not human | hit rate 0.69% among 190,000 | inhibition, % at 20 µM;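 active = primary screen inhibition at 20 µM above a set limit, cut at about 50% in these data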;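 note: plate controls were DMSO with full reaction for no effect and wells lacking NADH for full effect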
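controls = No-NADH positive control and DMSO neutral control | system = Clostridium kluyveri diaphorase enzyme | timing = reaction incubation of 16 min at room temperature | signal = resorufin fluorescence 544/590 nm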
PMI act satM6P – human PMI activators, high substrate, primary screen, biochemical, fluorescence intensity, near-saturating mannose 6-phosphate; hit rate 0.34% among 190,000; AID 1216, 2008; coupled PMI enzyme assay, resazurin fluorescence, 20 min; hits give high values; 1 = untreated enzyme, 0 = substrate-free blank; activation factor at 20 µM;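 active = activation factor of 2 or more at 20 µM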
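Technique: Diaphorase-driven resazurin-to-resorufin fluorescence, excitation 544, emission 590 nm | Assay system: Human PMI in coupled enzyme assay | Times: Enzyme reaction with compound 20 min at room temperature | Medium: HEPES-buffered pH 7.4 with magnesium and detergent | Reagent: Mannose-6-phosphate 1.0 mM (near-saturating) plus 0.22 mM NADP+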
PPARg SRC-3 ag – PPARgamma agonists recruiting SRC-3 coactivator, primary screen, biochemical | activation, % at 8 µM | biochemical PPARgamma/SRC-3 coactivator recruitment assay | hit rate 0.26% among 200,000; in the data active = activation above about 23%;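 note: 0% = DMSO and 100% = reference agonist; some compounds past the cut are filed as inactive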
SRC2 TRFRET art – TR-FRET signal artefacts, primary screen, artefact control for PPARgamma SRC-2 agonist project, biochemical; TR-FRET artefact counter-screen; hits give high values; TR-FRET ratio at 8 µM; hit rate 0.4% among 200,000; AID 1049, 2008; in the data active = TR-FRET ratio above about 2000; note: inactives centre near 1500
ROMK primary – ROMK potassium channel modulators, primary screen, cell-based, thallium flux, MLSMR library; ATP-sensitive inward rectifier potassium channel 1 (Homo sapiens), P48048; Tet-inducible ROMK, thallium flux fluorescence; actives lie on both sides; B-score at 10 µM; hit rate 2% among 130,000; AID 1918, 2009;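 active = signal ratio slope over the read window, or its plate-corrected B-score, at least 3 SD from the plate mean, either direction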;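 note: B-score of the F/F0 ratio slope over 7 to 12 s after thallium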
Target sequence (P48048 whole entry, looked up): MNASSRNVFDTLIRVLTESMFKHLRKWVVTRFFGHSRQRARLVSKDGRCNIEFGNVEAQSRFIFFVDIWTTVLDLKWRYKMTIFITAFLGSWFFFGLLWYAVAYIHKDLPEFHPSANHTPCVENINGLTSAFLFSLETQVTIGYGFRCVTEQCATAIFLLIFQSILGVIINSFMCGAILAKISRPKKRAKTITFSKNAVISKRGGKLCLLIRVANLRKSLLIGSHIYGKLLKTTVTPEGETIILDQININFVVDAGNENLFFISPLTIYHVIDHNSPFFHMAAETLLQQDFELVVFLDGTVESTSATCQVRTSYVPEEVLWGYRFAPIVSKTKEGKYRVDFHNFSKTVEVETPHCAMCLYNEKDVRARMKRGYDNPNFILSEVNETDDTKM
PPARg SRC-2 ag – agonists of PPARg-SRC-2 recruitment, primary screen, biochemical, HTS; PPARgamma LBD-SRC-2 recruitment; activation, % at 8 µM; hit rate 0.34% among 200,000; AID 1032, 2008; in the data active = activation above about 22%;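 note: 0% = vehicle and 100% = reference agonist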
Numbers without * were called inactive.

How did CCCC(=O)Nc1nc(C)c(-c2csc(Nc3cc(OC)ccc3OC)n2)s1 do in these assays?
G6PDH CS: 6; PMI act: 1; PPARg SRC1 recr: -1; Diaph act CS: 0.7; Diaphorase inh: 34; PMI act satM6P: 0.7; PPARg SRC-3 ag: 6; SRC2 TRFRET art: 1603; PPARg SRC-2 ag: 14

What do the screens show for `O=C(Nc1scc(-c2cccs2)c1C(=O)O)c1cccs1`?
G6PDH CS: -15; PMI act: 0.8; S1P3 antagonist: 14; PPARg SRC1 recr: -2; Diaph act CS: 0.5; Diaphorase inh: 46; PMI act satM6P: 0.9; PPARg SRC-3 ag: 1; SRC2 TRFRET art: 1495; ROMK primary: -0.82; PPARg SRC-2 ag: 5

What do the screens show for `CCOC(=O)Nc1ccc(NS(=O)(=O)c2ccc(C)cc2)cc1`?
G6PDH CS: -7; PMI act: 1; S1P3 antagonist: -2; PPARg SRC1 recr: 1; Diaph act CS: 0.9; Diaphorase inh: 6; PMI act satM6P: 1; PPARg SRC-3 ag: -18; SRC2 TRFRET art: 1729; PPARg SRC-2 ag: 6

How did CCOC(=O)c1c(C)[nH]c(C(=O)COC(=O)CNC(=O)c2ccc(Cl)cc2)c1C do in these assays?
G6PDH CS: -10; PMI act: 0.9; S1P3 antagonist: -7; PPARg SRC1 recr: 2; Diaph act CS: 0.8; Diaphorase inh: 20; PMI act satM6P: 1; PPARg SRC-3 ag: 1; SRC2 TRFRET art: 1648; ROMK primary: -0.0006; PPARg SRC-2 ag: -1

Results for COc1ccc(C(=S)N2CCOCC2)cc1OC(=O)c1cc([N+](=O)[O-])c(C)c([N+](=O)[O-])c1 ?
G6PDH CS: -15; PMI act: 0.9; PPARg SRC1 recr: 0; Diaph act CS: 0.8; Diaphorase inh: 22; PMI act satM6P: 0.9; PPARg SRC-3 ag: -1; SRC2 TRFRET art: 1459; PPARg SRC-2 ag: 1

What do the screens show for `CCN(CC(O)COCc1ccc(Cl)cc1)C1CCCCC1` (stereo not given)?
G6PDH CS: 3; PMI act: 1.2; S1P3 antagonist: -2; PPARg SRC1 recr: -1; Diaph act CS: 1; Diaphorase inh: 0; PMI act satM6P: 1.1; PPARg SRC-3 ag: -1; SRC2 TRFRET art: 1574; ROMK primary: 0.98; PPARg SRC-2 ag: 12

What do the screens show for `COc1cccc(NC(=O)CSc2nc3c(c(=O)n2C)SC(C)C3)c1` (stereo not given)?
G6PDH CS: 5; PMI act: 1; S1P3 antagonist: -7; PPARg SRC1 recr: 1; Diaph act CS: 0.9; Diaphorase inh: 12; PMI act satM6P: 1; PPARg SRC-3 ag: 7; SRC2 TRFRET art: 1566; PPARg SRC-2 ag: 0

What do the screens show for `COCCCn1c(SCC(=O)Nc2cccc(C(=O)OC)c2)nnc1-c1ccncc1`?
G6PDH CS: 3; PMI act: 0.9; S1P3 antagonist: -14; PPARg SRC1 recr: 13; Diaph act CS: 0.8; Diaphorase inh: 17; PMI act satM6P: 0.9; PPARg SRC-3 ag: 7; SRC2 TRFRET art: 1626; PPARg SRC-2 ag: -5

What do the screens show for `C=CCNC(=O)c1csc(-c2ccccc2)n1`?
G6PDH CS: 6; PMI act: 1; PPARg SRC1 recr: 0; Diaph act CS: 1; Diaphorase inh: 1; PMI act satM6P: 0.9; PPARg SRC-3 ag: 8; SRC2 TRFRET art: 1790; PPARg SRC-2 ag: 5

Results for COc1ccccc1Sc1nc(-c2ccccc2)ncc1OC ?
G6PDH CS: 2; PMI act: 0.9; S1P3 antagonist: 6; PPARg SRC1 recr: 6; Diaph act CS: 0.8; Diaphorase inh: 18; PMI act satM6P: 0.8; PPARg SRC-3 ag: 2; SRC2 TRFRET art: 1534; ROMK primary: -0.52; PPARg SRC-2 ag: 6

What do the screens show for `Cc1cc(NC(=O)c2ccc(S(=O)(=O)N3CCc4ccccc43)cc2)no1`?
G6PDH CS: 1; PMI act: 1.1; S1P3 antagonist: -6; PPARg SRC1 recr: -5; Diaph act CS: 0.9; Diaphorase inh: 10; PMI act satM6P: 1; PPARg SRC-3 ag: 0; SRC2 TRFRET art: 1490; ROMK primary: -0.17; PPARg SRC-2 ag: -10

Results for CC(C)(C)c1cc(C(=O)N/N=C/c2ccc(F)cc2)n(-c2ccccc2)n1 ?
G6PDH CS: -38; PMI act: 0.8; PPARg SRC1 recr: 10; Diaph act CS: 0.8; Diaphorase inh: 23; PMI act satM6P: 0.8; PPARg SRC-3 ag: 8; SRC2 TRFRET art: 1566; PPARg SRC-2 ag: 3

Results for COc1cc(CNCCN(C)C)c(Br)cc1OC1CCCC1 ?
G6PDH CS: -2; PMI act: 1; S1P3 antagonist: 4; PPARg SRC1 recr: -6; Diaph act CS: 0.9; Diaphorase inh: 10; PMI act satM6P: 1.1; PPARg SRC-3 ag: 1; SRC2 TRFRET art: 1509; ROMK primary: -0.27; PPARg SRC-2 ag: -8

How did Cc1cc(=O)[nH]c(CN2CCC(c3ccccc3)CC2)n1 do in these assays?
G6PDH CS: 9; PMI act: 1; S1P3 antagonist: -11; PPARg SRC1 recr: 6; Diaph act CS: 1; Diaphorase inh: 5; PMI act satM6P: 1; PPARg SRC-3 ag: 3; SRC2 TRFRET art: 1465; ROMK primary: 1.5; PPARg SRC-2 ag: 9

What do the screens show for `COc1ccc(/C=C/C(=O)C2C(=O)C=C(C)OC2=O)cc1O` (stereo not given)?
G6PDH CS: -22; PMI act: 1; S1P3 antagonist: -9; PPARg SRC1 recr: 1; Diaph act CS: 0.7; Diaphorase inh: 26; PMI act satM6P: 0.9; PPARg SRC-3 ag: 0; SRC2 TRFRET art: 1599; PPARg SRC-2 ag: 6

Results for CCn1ncc(Br)c1C(=O)Nc1cccc(F)c1 ?
G6PDH CS: 15; PMI act: 1; S1P3 antagonist: -9; PPARg SRC1 recr: 1; Diaph act CS: 1.1; Diaphorase inh: -6; PMI act satM6P: 1; PPARg SRC-3 ag: -2; SRC2 TRFRET art: 1742; ROMK primary: -1.3; PPARg SRC-2 ag: 8

How did COc1ccc(NC(=O)COC(=O)c2c3c(nc4ccccc24)CCCC3)cc1Cl do in these assays?
G6PDH CS: 20; PMI act: 0.9; PPARg SRC1 recr: -8; Diaph act CS: 1; Diaphorase inh: 0; PMI act satM6P: 1; PPARg SRC-3 ag: 2; SRC2 TRFRET art: 1552; ROMK primary: -0.98; PPARg SRC-2 ag: 1

How did CCOC(=O)C(O)(NC(=O)c1cccnc1)C(F)(F)F (stereo not given) do in these assays?
G6PDH CS: 1; PMI act: 1; S1P3 antagonist: 2; PPARg SRC1 recr: -2; Diaph act CS: 1; Diaphorase inh: 3; PMI act satM6P: 1; PPARg SRC-3 ag: 0; SRC2 TRFRET art: 1468; PPARg SRC-2 ag: 6

Results for CCC(C)(C)NC(=O)c1ccc2c(c1)N(CC(=O)OC)C(=O)C(C)(C)O2 ?
G6PDH CS: 5; PMI act: 0.9; S1P3 antagonist: -4; PPARg SRC1 recr: 0; Diaph act CS: 0.9; Diaphorase inh: 12; PMI act satM6P: 0.9; PPARg SRC-3 ag: -3; SRC2 TRFRET art: 1678; ROMK primary: 0.87; PPARg SRC-2 ag: -2

How did CC1(C)Oc2ccc3ccc(=O)oc3c2C(N2CCCCC2)C1O (stereo not given) do in these assays?
G6PDH CS: 13; PMI act: 1.5; S1P3 antagonist: -57; PPARg SRC1 recr: -2; Diaph act CS: 1; Diaphorase inh: 2; PMI act satM6P: 2.1*; PPARg SRC-3 ag: -3; SRC2 TRFRET art: 1432; PPARg SRC-2 ag: 0

What do the screens show for `COC1=C(Nc2ccc(OC)cc2)C(=O)c2ccccc2C1=O`?
G6PDH CS: 33; PMI act: 1.1; S1P3 antagonist: -23; PPARg SRC1 recr: 2; Diaph act CS: 0.9; Diaphorase inh: 11; PMI act satM6P: 0.7; PPARg SRC-3 ag: 2; SRC2 TRFRET art: 1528; ROMK primary: -0.81; PPARg SRC-2 ag: -6

Results for COc1ccccc1OCC(=O)Nc1nnc(-c2ccco2)s1 ?
G6PDH CS: 6; PMI act: 0.9; S1P3 antagonist: 0; PPARg SRC1 recr: 28*; Diaph act CS: 0.8; Diaphorase inh: 17; PMI act satM6P: 0.9; PPARg SRC-3 ag: 35*; SRC2 TRFRET art: 2199*; PPARg SRC-2 ag: 31*

Filtered by structure: the entries above containing bromine (two)
Results for COc1cc(CNCCN(C)C)c(Br)cc1OC1CCCC1 ?
G6PDH CS: -2; PMI act: 1; S1P3 antagonist: 4; PPARg SRC1 recr: -6; Diaph act CS: 0.9; Diaphorase inh: 10; PMI act satM6P: 1.1; PPARg SRC-3 ag: 1; SRC2 TRFRET art: 1509; ROMK primary: -0.27; PPARg SRC-2 ag: -8

Results for CCn1ncc(Br)c1C(=O)Nc1cccc(F)c1 ?
G6PDH CS: 15; PMI act: 1; S1P3 antagonist: -9; PPARg SRC1 recr: 1; Diaph act CS: 1.1; Diaphorase inh: -6; PMI act satM6P: 1; PPARg SRC-3 ag: -2; SRC2 TRFRET art: 1742; ROMK primary: -1.3; PPARg SRC-2 ag: 8

From PubChem
